Screening data (PubChem)
NPYLR7 agonist – activates Aedes aegypti NPYLR7 receptor | HEK293T NPYLR7/Galpha15, GCaMP6s calcium fluorescence | activation, % at 10 µM | hit rate 0.15% among 270,000; in the data active = activation above about 40%;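 note: 0% = vehicle and 100% = reference agonist at the receptor; some compounds past the cut are filed as inactive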
hcGAS inh – blocks human cGAS activity | Q8N884 | recombinant h-cGAS, ATP depletion, Kinase-Glo luminescence | inhibition, % at 12.5 µM | hit rate 0.081% among 290,000 | AID 1259398;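 note: 0% = vehicle reaction and 100% = reaction without DNA for no activity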
Target sequence (Q8N884 whole entry, looked up): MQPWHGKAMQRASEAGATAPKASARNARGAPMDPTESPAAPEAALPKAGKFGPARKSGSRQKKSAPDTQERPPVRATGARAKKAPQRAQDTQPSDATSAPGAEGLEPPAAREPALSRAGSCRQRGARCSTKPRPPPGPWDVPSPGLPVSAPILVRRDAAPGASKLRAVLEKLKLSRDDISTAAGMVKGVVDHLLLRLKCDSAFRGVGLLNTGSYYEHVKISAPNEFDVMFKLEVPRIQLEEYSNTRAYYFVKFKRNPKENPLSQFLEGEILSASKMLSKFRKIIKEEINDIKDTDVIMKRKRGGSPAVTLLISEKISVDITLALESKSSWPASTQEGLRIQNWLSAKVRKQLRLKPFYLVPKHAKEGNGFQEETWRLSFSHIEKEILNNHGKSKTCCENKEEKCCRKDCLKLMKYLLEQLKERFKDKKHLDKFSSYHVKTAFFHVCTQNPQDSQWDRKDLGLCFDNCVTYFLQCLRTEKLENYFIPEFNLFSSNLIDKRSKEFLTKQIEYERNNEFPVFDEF
mcGAS lum – inhibitors of mouse cGAS | recombinant cGAS, Kinase-Glo ATP depletion luminescence | inhibition, % at 12.5 µM | hit rate 0.15% among 160,000 | Q8C6L5 | AID 1259399;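 note: 0% = negative control wells and 100% = reference inhibitor with no enzyme activity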
An asterisk follows results filed as active; x = no result given; & = joins results of further samples. Cut-off read from the data, not from the text of the source, unless noted: active = inhibition above about 40%; inactive = the rest.

SMILES	NPYLR7 agonist	hcGAS inh	mcGAS lum
CCCCn1c2c(c(=O)n(C)c1=O)C(c1ccc(OC)cc1)N1CCCCCC1=N2 (centres undefined)	0.3	-5.7	x
CCOCCCNCC(=O)N(Cc1ccc2c(c1)OCO2)Cc1ccc(C)o1	-7.1	-10.3	-7.1
O=C(NCC(c1ccccc1)c1ccccc1)C1CCN(c2ccccc2)C1=O (centres undefined)	x	-5.2	-7.6
COc1ccc(C2CC(c3cccc(C)c3)=NN2C(=O)CN2CCC(Cc3ccccc3)CC2)c(OC)c1 (centres undefined)	0.6	-4.3	-6.1
COCCOCC(=O)Nc1ccc(-c2cccc(-c3ccc(OC)cc3)n2)cc1	-2.5	-3.4	-5.0
COC(=O)c1sc2ccccc2c1S(=O)(=O)Nc1cc(F)ccc1C	2.8	-3.7	x
COc1ccc(S(=O)(=O)N2CCc3ccccc3C2)cc1N1CCN(C(=O)COc2ccccc2)CC1	21.7	2.0	-5.9
COc1ccc(N=Nc2c(-c3ccccc3)[nH]n(-c3nc(-c4ccccc4)cs3)c2=O)c([N+](=O)[O-])c1	-13.9	1.6	0.5
O=c1c2ccccc2nc2c3ccccc3c(NN=Cc3c[nH]c4ccccc34)nn12	2.0	-3.6	x
O=C(N[C@@H]1C[C@H]2CC[C@@H]1C2)c1cccnc1Nc1cccc(C(F)(F)F)c1	1.8	-8.5	-3.8
COc1cccc(CN2CCN(c3nnc(C(F)(F)F)s3)CC2)c1O	1.2	-4.8	-14.5
Cn1cc(CN2CC(OCc3cccnc3)CN(Cc3ccc4c(c3)CCO4)CC2=O)cn1 (centres undefined)	19.0	-18.6	-8.0
C=CCCC(=O)NC1CC(=O)N(CCc2ccc(F)cc2)C1 (centres undefined)	11.2	-8.5	x
CCOC(=O)C1(CC2CCCCO2)CCN(Cc2cnc(C)s2)CC1 (centres undefined)	-6.3	4.6	x
Cc1nn(-c2ccc(N3CCOCC3)nn2)c2c1C(c1ccc(O)cc1)CC(=O)N2 (centres undefined)	-12.6	-8.7	x
CCOC(=O)COC1CCN(C(=O)c2cccc(OC)c2)CC(=O)N(C)c2ccccc21 (centres undefined)	5.8	7.5	-0.1
COc1ccc(OC)c(C(C2Sc3nc(C)nn3C2=O)N(C)Cc2ccccc2)c1 (centres undefined)	0.3	-8.3	-9.4
CC1(C(=O)NC2CCc3ccccc32)CCN1Cc1ccc(-c2ccccn2)cc1 (centres undefined)	2.7	-9.8	x
CNS(=O)(=O)c1ccc(/C=C/C(=O)N2CC(C)OC(C)C2)cc1 (centres undefined)	-2.5	-7.8	x
COc1ccc(CCNC(=O)c2c(C)c(N3CCOCC3)c(C)n2Cc2ccccc2C)cc1OC	-2.3	-6.7	-4.5
COc1cccc(Cn2ccnc2CN(CCN(C)C)C(=O)CC(C)C)c1	6.2	2.7	-4.1
CCn1ncc(C(=O)N2CCC3(CCC3OCCOC)CC2)c1C (centres undefined)	x	-5.1	-4.4
CSc1nc(NC(C)C)c2cnn(CCNC(=O)c3cccs3)c2n1	x	-7.1	-6.7
CC(=O)NC1CCCN(Cc2nc(C)c(-c3ccc(Cl)cc3)o2)C1 (centres undefined)	7.3	-4.2	x
CC1(C(=O)Nc2ccc3c(c2)OCCO3)CCN1C(=O)c1ccco1 (centres undefined)	2.9	-12.2	x

Some of the entries so far, bar-delimited.
SMILES | NPYLR7 agonist | hcGAS inh | mcGAS lum
CCOCCCNCC(=O)N(Cc1ccc2c(c1)OCO2)Cc1ccc(C)o1 | -7.1 | -10.3 | -7.1
O=C(NCC(c1ccccc1)c1ccccc1)C1CCN(c2ccccc2)C1=O (centres undefined) | x | -5.2 | -7.6
COc1ccc(C2CC(c3cccc(C)c3)=NN2C(=O)CN2CCC(Cc3ccccc3)CC2)c(OC)c1 (centres undefined) | 0.6 | -4.3 | -6.1
COCCOCC(=O)Nc1ccc(-c2cccc(-c3ccc(OC)cc3)n2)cc1 | -2.5 | -3.4 | -5.0
COC(=O)c1sc2ccccc2c1S(=O)(=O)Nc1cc(F)ccc1C | 2.8 | -3.7 | x
COc1ccc(S(=O)(=O)N2CCc3ccccc3C2)cc1N1CCN(C(=O)COc2ccccc2)CC1 | 21.7 | 2.0 | -5.9
COc1ccc(N=Nc2c(-c3ccccc3)[nH]n(-c3nc(-c4ccccc4)cs3)c2=O)c([N+](=O)[O-])c1 | -13.9 | 1.6 | 0.5

Other compounds follow.
SMILES	NPYLR7 agonist	hcGAS inh	mcGAS lum
CCN(CC1CCCN(CCc2cccc(OC)c2)C1)C(=O)c1ccc(C)nc1 (centres undefined)	0.3&-1.0	-5.3&-1.7	-4.5
COCCN(CC(=O)N(Cc1ccccc1)Cc1ccco1)C(=O)Nc1ccc(Cl)c(Cl)c1	-3.5	2.1	-1.9
CCOC(=O)c1cc(-c2ccc(N3CCN(C(=O)c4ccc(OC)c(F)c4)CC3)cc2)n(-c2ccc(F)cc2)n1	27.0	-2.8	-5.8
CCOc1ccc(CN2CCN(Cc3ccon3)CC2CCO)cc1 (centres undefined)	4.5	4.3	x
Cc1c(Cl)c(C(F)(F)F)nn1CC(=O)NCc1cccs1	-8.0	3.3	1.1
CCOc1ccc(-c2ccnc(N3CCN(C(=O)c4c(F)c(F)cc(F)c4F)CC3)n2)cc1	10.8	-2.8	-5.8
COc1ccc(C=C(NC(=O)c2cccs2)C(=O)N2CCOCC2)cc1OC	-4.2	-6.0	-3.6
O=C(CN1C(=O)c2ccccc2S1(=O)=O)NCCSc1ccccc1	-5.2	-7.0	x
O=C(Nc1cc(Cl)ccc1O)c1cc2nc(-c3ccc(F)cc3)cc(C(F)(F)F)n2n1	-8.6	-4.7	-5.6
c1ccc2c(c1)CC(N1CCCN(Cc3cc4n(n3)CCCNC4)CC1)C2	-3.7	-6.6	x
CCCN(CC(=O)N(Cc1ccc(F)cc1)Cc1ccco1)S(=O)(=O)c1ccc(Cl)cc1	4.9	-10.2	-5.5
COc1cccc(-c2cc(C(=O)N3CCN(Cc4ccc5c(c4)OCO5)CC3)nc3cc(C(C)(C)C)nn23)c1	-6.3&18.6	-9.6&-2.4	-9.5&-2.4
CCCCCCCCN=C1NC(=O)CS1	10.7	-5.0	-9.0
CCCOc1ccc(C(=O)Nc2cccc(-c3nc4cc(C)ccc4o3)c2C)cc1	-4.8	1.4	0.4
Cc1cccc2sc(N(CCCN(C)C)C(=O)c3ccc(Cl)s3)nc12	3.3	-7.6	-7.5
O=C(C1CCN(S(=O)(=O)c2ccccc2C(F)(F)F)CC1)N1CCCc2ccccc21	0.5&13.0	-7.4&5.7	x
CCc1nc(CN(C)C(=O)CSC)no1	2.9	-1.9	x
COCCN(CC(=O)N(CCc1ccccc1)Cc1ccc(C)o1)Cc1cccc(Cl)c1	x	-0.8	-8.1
Cc1cnc(NCC2CCN(C)C2)nc1-c1cnn(C)c1 (centres undefined)	6.5	-6.2	x
Cc1c(CCNC(=O)CC2C(=O)NCCN2C)c2ccccc2n1-c1ccccc1 (centres undefined)	16.7	-5.0	x
O=C(C(=O)N1CCC(c2[nH]ncc2-c2ccccc2)CC1)c1cccnc1	-2.4	-2.0	x
CC(C(=O)NC1CCCCC1)N1CCN(S(=O)(=O)c2c(Cl)cccc2Cl)CC1 (centres undefined)	-5.3	1.4	-5.0
CC(=O)C1OC2C=C3C=CCCC3=CC2O1 (centres undefined)	-3.0	9.6	x
COc1ccc(N2CCN(Cc3nc4c(c(=O)n(C)c(=O)n4C)n3CC(=O)C(C)(C)C)CC2)cc1	10.8	-5.6	x
COc1ccc2c(c1)CCc1cc(CCC(=O)NCc3cnc(C)cn3)n(CCc3cccc(F)c3)c1-2	33.4	-0.4	-6.6

(listing goes on)
SMILES	NPYLR7 agonist	hcGAS inh	mcGAS lum
O=S(=O)(NCc1ccccc1)N1CCC(c2nnc3n2CCCCC3)CC1	3.7	-3.8	x
O=C(NCCN=C1NS(=O)(=O)c2ccccc21)c1cccc([N+](=O)[O-])c1	0.5	0.2	-1.9
CCOc1cc(-c2cc(C(=O)O)c3[nH]c(C)nc3n2)ccc1O	-0.6	-7.3	-7.8
Cc1nc2nc3ccn(Cc4ccncc4)c(=O)c3c(-c3cccc(Cl)c3)n2n1	0.1	1.1	-4.6
CCn1c2ccccc2c2cc(CN(Cc3ccco3)C(=O)c3cccc(C)c3)ccc21	1.8	-5.7	-2.7
Cn1c(=O)c2c(nc3n2CC(c2ccc(F)cc2)=NN3CCN2CCOCC2)n(C)c1=O	10.9	-3.7	-8.9
N=C1C(c2nc3ccccc3[nH]2)C(=O)CN1NC(=O)c1n[nH]c(=O)c2ccccc12 (centres undefined)	5.4	1.4	x
COCCN(CCC(=O)NC1CCN(Cc2ccccc2)CC1)c1nc(Cc2ccc(F)cc2)ns1	-12.2	-17.5	-5.6
CCC(C)NC(=O)C1=C(C)C(=O)OC12CCC(C)CC2 (centres undefined)	4.1	-7.6	-4.1
COc1cc(C(=O)Oc2ccccc2/C=N/NC(=O)CNc2ccc(C)cc2)cc(OC)c1OC	-3.7	-5.7	x
COc1ccc(-n2c(-c3cccc(C)c3)n[nH]c2=S)cc1	-7.8	-2.7	x
CC(C)(C)c1ncc2c(n1)CN(C(=O)c1cccc3c1OCC3)C2	2.2	-4.0	-7.5
O=C(NCC(O)CO)c1c(I)c(C(=O)NCC(O)CO)c(I)c(N(CCO)C(=O)CO)c1I (centres undefined)	-0.8	-1.5	-3.1
COc1ccc(N2Cc3ccccc3C2)c(OC)c1	2.6	-3.6	x
O=C(Nc1c(-c2cc(F)ccc2F)nc2ccccn12)C1CCCC1	4.9	-2.6	-5.5
CCN(C1CCOC(C)(C)C1)S(=O)(=O)NCc1ccccc1 (centres undefined)	5.2	-3.2	x
CCn1nnc2c(N3CCN(C(=O)COC)CC3)ncnc21	0.7	-4.6	x
CCOC(=O)C1CCCN(C(=O)c2c(C(C)C)nn(-c3ccccc3C)c2C(C)C)C1 (centres undefined)	16.1	-3.2	2.3
CN(Cc1cccc(F)c1)C(C(=O)NC1CC1)c1ccccc1 (centres undefined)	1.3	-1.2	-1.5
CCOC(=O)c1cnc2ccc(C)cc2c1N1CCCC(C(N)=O)C1 (centres undefined)	-11.5	-5.1	x
CCC(C)C(C)(O)CNC(=O)CCN1C(=O)c2ccc(C)cc2C1=O (centres undefined)	8.2	-6.0	-13.1
CCc1ccc(OCC(=O)OC(C)C(=O)Nc2ccccc2C)cc1 (centres undefined)	-2.6	-4.1	-17.0
O=C(CCN(Cc1ccco1)c1nc(C2CC2)nc2ccccc12)N1CCCC1	-3.0	0.6	-0.6
CCN(CC)C(=O)c1cc(-c2ccc(OC)cc2)nc2cc(-c3ccc(Cl)cc3)nn12	-3.6	-5.4	-6.0
CC(=O)c1nnn(-c2nonc2-n2cccc2)c1C	-5.0	-3.0	x

Next section
SMILES	NPYLR7 agonist	hcGAS inh	mcGAS lum
Cc1cc(C(C)(C)C)cc(C)c1S(=O)(=O)N1CCN(Cc2nc3ccccc3c(=O)[nH]2)CC1	3.5	-3.3	x
O=C(NC(Cn1ccnc1)c1ccccc1)c1cccc2ccnn12 (centres undefined)	-2.6	-2.1	x
COc1ccc(OC)c(S(=O)(=O)NCCCn2nc(-c3ccncc3)ccc2=O)c1	25.6	-6.4	x
CC1CN(C(=O)C2CCOc3ccccc32)CC(C)S1 (centres undefined)	0.4	-7.4	x
c1ccc2c(c1)CN1CCCC1=N2	1.3&-3.3	-6.6&-5.1	x
Nc1ccn([C@@H]2O[C@H](CO)[C@@H](O)C2O)c(=O)n1 (some centres undefined)	-11.5&0.6	-3.6&3.5	-0.8
COC(=O)CC1C(=O)NCCN1Cc1nc(-c2cc3c(cc2Cl)OCO3)oc1C (centres undefined)	-2.7	-4.4	x
COCCn1c(=S)[nH]c2cc(Cl)ccc21	17.2	-3.0	x
Nc1cc(-c2cccc(C(F)(F)F)c2)nn1-c1ccc(C(=O)NCCSCc2ccccc2)cc1	-10.3	-10.4	-5.1
CCCc1nnc(-c2cc3ccccc3n2CC(=O)Nc2ccccc2C)o1	-1.8	-1.1	3.2
COc1cc(OC)nc(C(NC(=O)C2CCN(Cc3c[nH]c4ccccc34)CC2)c2ccc(Cl)cc2)n1 (centres undefined)	-1.3	-7.0	-4.1
CC(C)CC(=O)N1CCC(n2c(=O)oc3ccc(C(C)(C)C)cc32)CC1	-7.3	-6.4	-7.3
CCC1c2ccsc2CCN1C(=O)Nc1ccc(OC(F)F)c2ncccc12 (centres undefined)	-6.0	-8.6	-15.9
Cc1ccc(NC(=O)C2(C)CCN2Cc2cccc3c2OCO3)cc1O (centres undefined)	6.9	-8.1	x
COc1cccc(NC(C)C(=O)N2CC(C)OC(C)C2)c1 (centres undefined)	-5.5	-8.9&10.9	3.1
COc1ccc(OC)c(-c2nc(Cn3nc(C)nc3C)c(C)o2)c1	12.8	0.6	x
Cc1onc(C(=O)NCc2csc3c2CCCC3)c1CO	-5.4	-5.7	x
CCOC(=O)c1cc(-c2ccc(N3CCN(C(=O)c4cccnc4SC)CC3)cc2)n(-c2ccccn2)n1	-3.2	2.4	1.7
Cc1csc(NC(=O)CSc2nc(N)c(NC(=O)c3ccccc3)c(=O)[nH]2)n1	-4.9	-3.6	-7.3
O=S(=O)(c1ccc(C(F)(F)F)cc1)N1CCN(CC(OCc2c(F)cccc2F)c2ccc(Cl)cc2)CC1 (centres undefined)	x	-6.2	-7.1
O=C(CN1CCC(N2CCCC2=O)CC1)N1CCOc2ccccc21	3.9	-5.5	x
CCCNC(=O)C(NC(=O)c1ccc2c(c1)OCO2)C1CCN(C(=O)NC(C)C)CC1 (centres undefined)	-5.9	-3.9	-3.0

Reformatted: entries from further up.
smiles | NPYLR7 agonist | hcGAS inh | mcGAS lum
c1ccc2c(c1)CN1CCCC1=N2 | 1.3&-3.3 | -6.6&-5.1 | x
COc1ccc(OC)c(S(=O)(=O)NCCCn2nc(-c3ccncc3)ccc2=O)c1 | 25.6 | -6.4 | x
